Compound activity from PubChem BioAssay.
L3MBTL1 inh – L3MBTL1 (human) inhibition | Potency, µM (doses to about 57.1 µM), inactives show at the highest dose activity, negative = inhibition, actives largely listed as inhibitors | 230,000 compounds, 0.66% hits | Q9Y468 | AlphaScreen L3MBTL1–H3K9me1 peptide binding | AID 485360; also: potency is read from the fitted curve at half-maximal effect; % is scaled to controls: 0 for no effect and ±100 for the full control effect; nearly all actives have a fitted effect of over 60% in size
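L3MBTL1 50 nM + b-AHA-H3(1-15)K9me1 75 nM, 30 min RT; compound added, 30 min RT; streptavidin donor/Ni-chelate acceptor beads 10 ug/mL each final, 30 min RT dark; AlphaScreen read.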
CBFb RUNX1 block – blocks binding between human CBF-beta and RUNX1; Potency, µM (top dose mostly 59.8 µM), inactives show top-dose activity, negative = inhibition, hits mostly inhibitors; AlphaScreen CBFb-His/RUNX1-biotin binding, biochemical; Q01196+Q13951; 230,000 tested, under 10 active; also: % of control where 0% means no effect
Target sequence (Q01196 whole entry, looked up): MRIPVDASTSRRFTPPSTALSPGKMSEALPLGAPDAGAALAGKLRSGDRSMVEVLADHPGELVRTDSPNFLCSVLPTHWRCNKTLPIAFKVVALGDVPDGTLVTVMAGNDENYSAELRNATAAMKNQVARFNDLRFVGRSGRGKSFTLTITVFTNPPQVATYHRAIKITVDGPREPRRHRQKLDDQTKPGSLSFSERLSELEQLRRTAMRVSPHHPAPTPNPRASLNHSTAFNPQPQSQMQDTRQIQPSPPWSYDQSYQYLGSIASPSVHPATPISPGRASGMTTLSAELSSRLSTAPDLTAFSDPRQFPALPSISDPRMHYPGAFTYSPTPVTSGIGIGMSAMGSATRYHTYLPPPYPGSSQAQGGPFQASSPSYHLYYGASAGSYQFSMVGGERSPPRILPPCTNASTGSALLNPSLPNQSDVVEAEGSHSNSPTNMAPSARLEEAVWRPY
Target sequence (Q13951 whole entry, looked up): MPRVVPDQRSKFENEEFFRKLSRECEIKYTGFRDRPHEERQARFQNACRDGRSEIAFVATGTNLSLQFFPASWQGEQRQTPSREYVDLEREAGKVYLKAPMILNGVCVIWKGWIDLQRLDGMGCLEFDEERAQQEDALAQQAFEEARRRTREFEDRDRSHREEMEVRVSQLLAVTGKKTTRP
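Interaction loss through any mechanism counts as activity. Pre-formed complex of His-CBF-beta and biotin-RUNX1 (30 nM apiece) is incubated with compound 15 min, then with 50 ng nickel and 50 ng streptavidin beads for 90 min before AlphaScreen detection.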
Epigenetic reg – derepresses silenced GFP reporter in murine cells; murine LDR cells, GFP reporter derepression, 30 h; Potency, µM (top dose mostly 53.9 µM), without a hit: top-dose GFP activation, most hits filed as activators; 280,000 compounds, 0.2% hits; also: potency is read from the fitted curve at half-maximal effect; % of control where 0% means no effect; nearly all actives have a fitted effect of over 60% in size
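Murine LDR cells carrying a silenced, genomically integrated CMV-driven GFP reporter were exposed to compound for 30 hours at 37 C. After PBS washes, GFP-positive cells (20–120 um objects) were counted by laser-scanning microplate cytometry.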
IMPase Li inh – IMPase inhibition in cells with lithium potentiation. CHO-M1 cells, IP1 TR-FRET (IP-One), carbachol + lithium. Potency, µM (highest dose often 59.4 µM), without a hit: at the top dose activity, negative = IMPase inhibition, hits mostly inhibitors. 210,000 compounds, 0.35% hits;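 also: IP1 builds up when IMPase is blocked and the TR-FRET signal falls; potency is read from the fitted curve at half-maximal effect; plate controls were basal vehicle for no effect and high inhibitor control for full effect; nearly all actives have a fitted effect of over 50% in size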
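Readout is a homogeneous TR-FRET IP1 immunoassay (Ex 320, Em 665 and 620), where raised cytosolic IP1 lowers signal. Cells were CHO-M1 treated 30 min at 37C with test compounds plus a little lithium; AC50 values came from Hill-equation fitting.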
Luc counter – blocks Kinase-Glo luciferase, a counter-screen artifact; Kinase-Glo luciferase, ATP luminescence, 8 min; Potency, µM (top dose mostly 38.3 µM), for inactives: top-dose activity change, negative = inhibition, most hits filed as inhibitors; 200,000 compounds, 0.28% hits; also: potency is read from the fitted curve at half-maximal effect; % is scaled to controls: 0 for no effect and ±100 for the full control effect; nearly all actives have a fitted effect of over 60% in size
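Luminescence was the read-out, taken after 8-minute incubation at ambient temperature. Luciferase turned over luciferin with 10 uM ATP in imidazole pH 7.2 buffer containing KCl, MgCl2, Tween 20 and BSA.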
HTT aggregate – mutant huntingtin aggregation inhibition; 220,000 compounds, 1.1% hits; PC12 HttQ103-GFP aggregates, Acumen cytometry, 40 h; Potency, µM (series often up to 46.1 µM), inactives show top-dose activity change, negative = inhibition, actives largely listed as inhibitors; AID 1688; also: potency is read from the fitted curve at half-maximal effect; % is scaled to controls: 0 for no effect and ±100 for the full control effect; nearly all actives have a fitted effect of over 60% in size
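PC12 cells with ecdysone-inducible HTT exon1 Q103-GFP, induced by 100 nM tebufenozide, given compounds in a concentration series. GFP aggregates (1–25 um, 6 SD above background) counted in lysates by laser-scanning cytometry, 488 nm excitation.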
NPSR antag – antagonists of human neuropeptide S receptor cAMP signaling; Q6W5P4; CHO-NPSR cells, cAMP TR-FRET, antagonist mode; Potency, µM (titrated, usually from 38.3 µM), for the others: at the top dose activity change, negative = inhibition, actives largely listed as inhibitors; 220,000 compounds, 1% hits; also: potency is read from the fitted curve at half-maximal effect; % is scaled to controls: 0 for no effect and ±100 for the full control effect; nearly all actives have a fitted effect of over 50% in size; many of its hits are not listed in these tables
Target sequence (Q6W5P4 whole entry, looked up): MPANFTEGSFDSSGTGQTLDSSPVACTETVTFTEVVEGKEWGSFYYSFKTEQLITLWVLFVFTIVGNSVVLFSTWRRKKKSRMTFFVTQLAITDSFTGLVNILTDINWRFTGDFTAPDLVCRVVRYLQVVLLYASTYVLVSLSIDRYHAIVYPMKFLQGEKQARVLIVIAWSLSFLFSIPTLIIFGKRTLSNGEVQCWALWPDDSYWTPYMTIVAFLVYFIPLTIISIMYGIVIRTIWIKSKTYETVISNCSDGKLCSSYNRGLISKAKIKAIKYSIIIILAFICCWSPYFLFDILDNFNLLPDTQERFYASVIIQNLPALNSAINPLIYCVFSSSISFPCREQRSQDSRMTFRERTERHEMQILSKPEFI
The depositor's hits bear a star; ? = inconclusive; . = no result given; [ ] = another dose, or the depositor's remark. Calls follow the shape of the dose curve; as a rule, active = well fitted curve in the direction sought with a large enough effect; inconclusive = small, poorly fitted or top-dose-only effect, or another doubt; inactive = no such curve, though single readings can be large; an effect the other way counts as inactive or inconclusive.

smiles,L3MBTL1 inh,CBFb RUNX1 block,Epigenetic reg,IMPase Li inh,Luc counter,HTT aggregate,NPSR antag
O=C(/C=C/c1cccs1)Nc1ccc([N+](=O)[O-])cc1,-5%,-3%,0.0%,9%,2%,0%,-1%[46.1 µM]
Cc1oc(-c2ccccc2Cl)nc1CN(C)C(C)c1ccon1 (configuration not stated),4%,0%,-1.2%,7%,-3%,7%[9.22 µM],-17%
Cc1csc(NC(=O)c2nn(C)c(C)c2[N+](=O)[O-])n1,4%,0%,10.0%,-8%,-8%,17%,9%
CNC(=O)COC(=O)c1cc(NC(=O)c2ccco2)c(OC)c(OC)c1,.,-1%,7.9%,22%[38.3 µM],0%,-3%,-3%[46.1 µM]
COc1ccc(C2C3=C(CC(C)(C)CC3=O)Nc3cc4c(cc32)OCO4)cc1 (configuration not stated),-5%,1%,1.9%,-11%[38.3 µM],4%,19%,-9%[46.1 µM]
Cc1ccc(S(=O)(=O)NC(=O)Nc2nnc(C)s2)cc1,4%,8%,5.3%,16%[38.3 µM],5%,9%,-3%[46.1 µM]
O=C(Nc1ccc2[nH]c(=O)[nH]c2c1)c1c(F)c(F)c(F)c(F)c1F,?,20%,3.0%,-3%,-1%,6%,12%
CC1CC(C)CN(C(=O)CSc2nnc(CSc3ncccn3)n2C)C1 (configuration not stated),6%,-2%,-1.2%,4%[38.3 µM],1%,-1%,2%[46.1 µM]
CCCCCCCNC1=CC(=O)CC(c2ccccc2)C1 (configuration not stated),-6%,5%,0.0%,7%,1%,-31%,-20%[46.1 µM]
O=C(O)CNC(=O)c1ccc(N2CCOCC2)cc1[N+](=O)[O-],4%,-3%,-0.2%,-4%,5%,-13%,11%
COc1ccccc1-c1c(C)nn2c(N3CCC(C(N)=O)CC3)cc(C)nc12,7%,4%,-0.8%,18%[38.3 µM],4%,-2%,4%[46.1 µM]
CC(C)C(C(=O)N1CCN(C(=O)OC(C)(C)C)CC1)n1cc(-c2cn([C@@H](C)C(=O)N3CCN(C(=O)OC(C)(C)C)CC3)nn2)nn1 (some centres not stated),.,18%,0.0%,.,.,-36%[9.22 µM],10%
COc1cccc(C2CC(c3cccs3)=NN2C(=O)CSC2=NN3CCCC(=O)N=C3S2)c1OC (configuration not stated),3%,0%,-0.8%,23%[38.3 µM],3%,7%,-17%[46.1 µM]
Cc1cccc2c(=O)c(C(=O)NCCCN3CCOCC3)c[nH]c12,-17%,-4%,-0.8%,2%,-1%,-3%,1%[46.1 µM]
CC1CCCC(NC(=O)COC(=O)CCc2ccccc2)C1C (configuration not stated),-10%,5%,1.1%,16%,0%,-9%,11%
COc1ccc(/C=C/C(=O)NC(=S)NCC2CCCO2)cc1 (configuration not stated),.,-5%,1.1%,9%,1%,5%,-28%
COc1ccc(-c2cnc(SCC(=O)Nc3cc(C)on3)n2Cc2ccco2)cc1,-20%,-24%,0.6%,8%[38.3 µM],0%,-8%,-24%[46.1 µM]
COC(=O)c1ccc(CN2CCN(CCc3ccccc3)C(CCO)C2)cc1 (configuration not stated),-2%,3%,1.4%,22%,-1%,14%[9.22 µM],8%
O=C(Cn1c2[n+](c3ccc(C(F)(F)F)cc31)CCCCC2)Nc1c(F)cccc1F,6%,2%,0.9%,12%,-3%,2%,9%
COc1ccc(N=Cc2ccc(-c3ccccc3)o2)cc1,-13%,1%,-1.8%,-8%,-1%,-6%[9.22 µM],-13%
S=c1[nH]nc(-c2ccc(Cl)cc2)n1CC1CCCO1 (configuration not stated),.,-4%,-0.2%,-5%[38.3 µM],1%,-5%,-2%[46.1 µM]
Nc1nc(NCc2ccco2)nc(N2CCCC2)c1[N+](=O)[O-],-10%,?,1.0%,.,.,14%[9.22 µM],4%
O=C1Nc2ccc([N+](=O)[O-])cc2OC1CCN1CCCC1 (configuration not stated),-7%,12%,1.0%,4%,1%,4%,-4%
CCCc1cc(C(=O)Nc2sc3c(c2C(=O)OCC)CCCC3)no1,?,8%,0.0%,28%[38.3 µM],5%,-20%,7%[46.1 µM]
COc1ccc(NC(=O)c2ccc(S(=O)(=O)C(F)F)cc2)c(OC)c1,.,-11%,1.6%,-1%,1%,-6%,6%
O=C(/C=C/Nc1ccc(Br)cc1F)c1ccccc1,0%,4%,0.0%,-3%,10µM*,4%,-2%
CCCCCCc1nc2ccccc2c(=O)n1NC(=O)c1c(O)c2cccc3c2n(c1=O)CCC3,.,-1%,-3.1%,-15%[38.3 µM],5%,0%[9.22 µM],-9%[46.1 µM]
Cc1c(C(=O)Oc2ccc(F)cc2)sc2ncn(Cc3cccc(F)c3)c(=O)c12,4%,1%,-0.9%,1%,3%,-1%,-20%
Cn1nnnc1SCC(=O)N1CCc2ccccc2C1,-3%,-2%,-8.9%,.,.,-13%,-5%[46.1 µM]
COc1ccccc1CNC(=O)C(C)NS(=O)(=O)c1ccc(C)cc1 (configuration not stated),1%,2%,-1.1%,14%[38.3 µM],2%,-20%,-9%[46.1 µM]

Quoted at random: 3 records from the list.
smiles,L3MBTL1 inh,CBFb RUNX1 block,Epigenetic reg,IMPase Li inh,Luc counter,HTT aggregate,NPSR antag
O=C(/C=C/c1cccs1)Nc1ccc([N+](=O)[O-])cc1,-5%,-3%,0.0%,9%,2%,0%,-1%[46.1 µM]
CCCCCCc1nc2ccccc2c(=O)n1NC(=O)c1c(O)c2cccc3c2n(c1=O)CCC3,.,-1%,-3.1%,-15%[38.3 µM],5%,0%[9.22 µM],-9%[46.1 µM]
O=C(/C=C/Nc1ccc(Br)cc1F)c1ccccc1,0%,4%,0.0%,-3%,10µM*,4%,-2%

The list goes on:
smiles,L3MBTL1 inh,CBFb RUNX1 block,Epigenetic reg,IMPase Li inh,Luc counter,HTT aggregate,NPSR antag
Cc1c(C(=O)O)sc(=S)n1-c1ccc(Cl)cc1,5%,10%,0.0%,-3%,-1%,-6%,0%[46.1 µM]
Cc1cc(-c2cc(-c3ccc(Cl)cc3)on2)nc(NCC2CC2)n1,.,10%,7.7%,.,.,19%[9.22 µM],8%
Cc1ccc(S(=O)(=O)n2c([N+](=O)[O-])cnc2C)cc1C,3%,4%,-5.5%,2%,0%,-2%[9.22 µM],-21%
CCC1(C)Cc2ccccc2-c2[nH][nH]c(=O)c21 (configuration not stated),.,6%,-0.4%,4%,.,-19%,14%
Nc1nonc1NC(=O)NN=C1CCCCC1,5%,-1%,-2.9%,-3%,0%,5%,20%
CCCC1CC(C)(c2csc(Nc3ccc(OCC)cc3)n2)OC1=O (configuration not stated),6%,-16%,1.0%,20%,2%,?,-37%
O=C(Nc1ccc(Cl)cn1)Nc1cccs1,.,-2%,-2.5%,6%[38.3 µM],-6%,2%,-18%[46.1 µM]
Oc1ccc2n[nH]nc2c1,7%,1%,0.0%,-6%,0%,0%,8%
O=C(Cn1cc([N+](=O)[O-])cn1)N1CCCc2ccccc21,.,5%,0.9%,-6%,-1%,-5%,10%
COc1ccc(N2CCN(C(=O)c3ccc(C(C)(C)C)cc3)CC2)cc1,.,-3%,0.8%,33%[38.3 µM],0%,?,-24%[46.1 µM]
Cc1cccc(NC(=O)COc2cccc3c2CCN(C)C3=O)c1C,-7%,1%,-1.1%,-11%,1%,-16%,-4%
N#Cc1c(NC(=O)CSc2n[nH]c(N)n2)oc(-c2ccccc2)c1-c1ccccc1,.,-9%,0.7%,29%[38.3 µM],-2%,1%,-2%[46.1 µM]
Cc1cc(NC(=O)C2CC(c3ccccc3Cl)=NO2)no1 (configuration not stated),.,1%,-0.8%,33%[activator][38.3 µM],-2%,3%,-5%[46.1 µM]
Cc1cc(C)c(C)c(S(=O)(=O)N2CCN(CC(=O)NC(=O)NCc3ccccc3)CC2)c1C,0%,-4%,-1.0%,.,.,11%,-26%[46.1 µM]
O=C(COc1ncnc2scc(-c3ccc(Cl)cc3)c12)NCc1ccco1,-9%,-10%,0.0%,-9%[38.3 µM],1%,2%,8%[46.1 µM]
CN(CC(=O)NCCN1CCN(Cc2ccccc2)CC1)S(=O)(=O)c1cccc2nsnc12,8%,-1%,0.0%,1%[38.3 µM],4%,-4%,-15%[46.1 µM]
CCOc1ccccc1NC(=O)c1ccccc1-c1nc(-c2ccccc2)no1,7%,?,-0.7%,8%[38.3 µM],6%,?,?
C=CCN(CC=C)C(=O)COC(=O)c1ccc(Sc2ncn[nH]2)c([N+](=O)[O-])c1,.,3%,-3.7%,-1%,-1%,3%,-19%
CCO[C@H]1OC(C(=O)O)=C[C@@H](c2ccc3c(c2)OCO3)[C@@H]1CCCO,1%,-2%,-1.4%,-5%,.,-2%[9.22 µM],-34%
CC1CCN(C(=O)CN2C(=O)c3cccc4cccc(c34)C2=O)CC1,-21%,-5%,-1.0%,4%,-3%,1%,-16%
COc1ccc(C)cc1NC(=O)C1CCCN1S(=O)(=O)c1ccc2c(c1)CCC(=O)N2 (configuration not stated),.,-9%,0.0%,6%[38.3 µM],2%,0%,-17%[46.1 µM]
Cc1ccc(OCc2nnc(SCC(=O)c3ccccc3)n2-c2ccccc2)cc1,-9%,-20%,2.1%,-6%,1%,?,?
COCCn1c(=O)c2ccccc2c2ccccc2c1=O,8%,3%,-1.1%,5%,1%,3%,-2%

Complete entries as entered above. Order of screens: L3MBTL1 inh	CBFb RUNX1 block	Epigenetic reg	IMPase Li inh	Luc counter	HTT aggregate	NPSR antag
O=C(Cn1cc([N+](=O)[O-])cn1)N1CCCc2ccccc21 as listed: .	5%	0.9%	-6%	-1%	-5%	10%
Cc1cccc(NC(=O)COc2cccc3c2CCN(C)C3=O)c1C as listed: -7%	1%	-1.1%	-11%	1%	-16%	-4%

A stretch from further up, as a working copy:
smiles,L3MBTL1 inh,CBFb RUNX1 block,Epigenetic reg,IMPase Li inh,Luc counter,HTT aggregate,NPSR antag
O=C(Cn1cc([N+](=O)[O-])cn1)N1CCCc2ccccc21,.,5%,0.9%,-6%,-1%,-5%,10%
COc1ccc(N2CCN(C(=O)c3ccc(C(C)(C)C)cc3)CC2)cc1,.,-3%,0.8%,33%[38.3 µM],0%,?,-24%[46.1 µM]

Some of the compounds tested (hit frequency here may not be typical).
